Source: PubChem BioAssay
Vif-APOBEC3F blk: inhibitors of Vif-A3F interaction; HeLa A3F-eYFP + Vif (tagged APOBEC3F with the HIV-1 protein that degrades it), YFP fluorescence increase; Potency, µM (top dose mostly 46.1 µM), inactives show top-dose activity, negative = active; 390,000 compounds, 0.2% hits; AID 602313; also: potency is read from the fitted curve at half-maximal effect; % of control where 0% means no effect; nearly all actives have a fitted effect of over 65% in size
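HeLa cells stably expressing Vif plus C-terminally eYFP-tagged A3F were seeded, incubated overnight at 37 deg C, dosed with compound, incubated overnight again at 37 deg C. Yellow fluorescence (Ex 488/Em 500-530) reported blocked Vif-mediated A3F-eYFP degradation.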
USP1 inh: blocks the human USP1/UAF1 deubiquitinase complex. Potency, µM (doses to about 57.1 µM), for inactives: top-dose activity change, negative = inhibition, actives largely listed as inhibitors. 390,000 compounds, 0.23% hits. recombinant USP1/UAF1, Ub-Rhodamine cleavage fluorescence. O94782; also: potency is read from the fitted curve at half-maximal effect; % is scaled to controls: 0 for no effect and ±100 for the full control effect; nearly all actives have a fitted effect of over 60% in size; inactives centre near -12
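Step one: compound is pinned into 1nM USP1/UAF1 in HEPES pH 7.8 buffer with TCEP. Step two: 15 min room-temperature incubation. Step three: Ub-Rho (150nM final) starts cleavage, tracked by fluorescence over six one-minute reads.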
IDH1 R132H inh: inhibitors of human mutant IDH1 R132H | IDH1-R132H enzyme, NADPH consumption, diaphorase/resazurin fluorescence | O75874 | AID 602179 | Potency, µM (series often up to 76.6 µM), for the others: at the top dose activity change, negative = inhibition, usual class: inhibitors | 390,000 compounds, 0.093% hits; also: potency is read from the fitted curve at half-maximal effect; % is scaled to controls: 0 for no effect and ±100 for the full control effect; nearly all actives have a fitted effect of over 65% in size
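IDH1-R132H (0.5 ug/mL dispensed) in pH 7.5 Tris buffer was preincubated 30 min with compound, then given a substrate mix of 0.016 mM NADPH and 2 mM alpha-KG for 80 min at room temperature; remaining NADPH was read by diaphorase/resazurin fluorescence.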
LDHA inh: inhibitors of human lactate dehydrogenase A; P00338; purified LDHA, NADH/diaphorase-resazurin fluorescence; hits give low values; activity change, % (values are at about 110 or 230 µM); 480,000 compounds, 0.15% hits; in the data active = activity change below about -30%; inconclusive = mostly about -25% to -30%;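 also: plate controls were DMSO wells for no effect and wells without enzyme for full effect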
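Resorufin fluorescence (ex540/em590), read at 0 and 20 min after diaphorase/resazurin addition, reports the NADH left after a 5 min room-temperature reaction of 2 nM human LDH5 with 0.06 mM NADH and 0.2 mM pyruvate.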
TrxR1 substrate: rat thioredoxin reductase 1 substrate activity; O89049; purified TrxR1 substrate turnover, NADPH consumption readout; Potency, µM (series often up to 114 µM), without a hit: at the highest dose activity change, negative = substrate turnover; 390,000 compounds, 0.01% hits; AID 588456; also: potency is read from the fitted curve at half-maximal effect; % is scaled to controls: 0 for no effect and ±100 for the full control effect; nearly all actives have a fitted effect of over 50% in size
Target sequence (O89049 whole entry, looked up): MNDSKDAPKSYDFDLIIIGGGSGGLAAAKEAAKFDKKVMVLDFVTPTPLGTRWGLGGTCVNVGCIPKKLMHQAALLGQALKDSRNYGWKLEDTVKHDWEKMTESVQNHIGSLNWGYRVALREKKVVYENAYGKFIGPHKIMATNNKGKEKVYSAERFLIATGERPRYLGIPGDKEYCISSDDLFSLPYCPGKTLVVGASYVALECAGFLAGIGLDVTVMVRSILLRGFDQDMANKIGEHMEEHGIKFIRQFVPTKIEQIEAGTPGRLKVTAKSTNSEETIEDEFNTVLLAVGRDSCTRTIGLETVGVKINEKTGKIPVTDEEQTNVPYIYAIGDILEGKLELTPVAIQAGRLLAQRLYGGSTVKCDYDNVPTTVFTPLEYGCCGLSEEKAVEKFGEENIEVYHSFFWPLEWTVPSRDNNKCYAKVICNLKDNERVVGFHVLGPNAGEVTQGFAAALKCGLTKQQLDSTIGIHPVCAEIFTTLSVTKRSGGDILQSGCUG
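Rat TrxR1, dispensed at 90 nM, was prereduced with 400 uM NADPH (final) for 5 min at ~22 deg C, then incubated with compound 15 min before 400 uM selenite. A first-read NADPH fluorescence drop versus no-compound background flagged substrates.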
Vif-A3G inh: Vif-A3G binding inhibition; Q9HC16; HeLa A3G-eYFP + Vif (tagged APOBEC3G with the HIV-1 protein that degrades it), YFP fluorescence, overnight; 410,000 compounds, 0.076% hits; Potency, µM (top dose mostly 46.1 µM), inactives show at the highest dose activity, negative = active, most hits filed as inhibitors;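 also: potency is read from the fitted curve at half-maximal effect; % is scaled to controls: 0 for no effect and ±100 for the full control effect; nearly all actives have a fitted effect of over 60% in size; hits raise eYFP signal because A3G escapes Vif-driven loss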
Target sequence (Q9HC16 whole entry, looked up): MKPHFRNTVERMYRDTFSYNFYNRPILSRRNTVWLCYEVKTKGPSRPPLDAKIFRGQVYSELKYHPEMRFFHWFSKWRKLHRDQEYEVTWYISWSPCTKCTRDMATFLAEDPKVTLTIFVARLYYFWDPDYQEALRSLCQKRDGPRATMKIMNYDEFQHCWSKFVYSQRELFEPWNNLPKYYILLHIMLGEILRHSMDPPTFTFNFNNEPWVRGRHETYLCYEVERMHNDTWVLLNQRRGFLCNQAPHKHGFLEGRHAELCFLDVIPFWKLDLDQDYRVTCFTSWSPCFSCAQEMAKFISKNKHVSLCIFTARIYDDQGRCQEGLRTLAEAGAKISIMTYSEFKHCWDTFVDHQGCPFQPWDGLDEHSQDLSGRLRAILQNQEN
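HeLa cells stably expressing Vif and C-terminally eYFP-tagged A3G, seeded overnight at 37 deg C, then exposed to compound by pintool overnight at 37 deg C. Rise in yellow fluorescence (Ex 488/Em 500-530, Acumen) marks blocked Vif-driven A3G degradation.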
RGS4 inhibitor: inhibitors of human regulator of G protein signaling 4. Transcreener GDP fluorescence polarization, RGS4-accelerated GTP hydrolysis. Potency, µM (top dose mostly 114 µM), inactives show at the highest dose activity change, negative = inhibition, usual class: inhibitors. 390,000 compounds, 0.039% hits. AID 504845; also: potency is read from the fitted curve at half-maximal effect; % is scaled to controls: 0 for no effect and ±100 for the full control effect; nearly all actives have a fitted effect of over 75% in size; some results filed as inactive show a strong effect at the top dose
Target sequence (P49798 whole entry, looked up): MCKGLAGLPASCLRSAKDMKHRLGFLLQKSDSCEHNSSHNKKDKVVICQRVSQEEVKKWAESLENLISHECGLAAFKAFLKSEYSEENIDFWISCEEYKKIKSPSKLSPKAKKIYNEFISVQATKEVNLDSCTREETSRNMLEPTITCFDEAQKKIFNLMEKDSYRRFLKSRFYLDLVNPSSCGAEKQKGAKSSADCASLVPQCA
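MLSMR compounds (23 nl, pin-transferred) preincubated 10 min at room temperature with a 500nM (2x) first reagent, then RGS4 at 900nM (2x) plus Transcreener GDP mix added; fluorescence polarization (620/688 nm) read before and after 90 min at 30 °C.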
GRP78 ERSR act: ER stress response induction in glioma. U87-MG GRP78 promoter luciferase reporter, 16 h. Potency, µM, for the others: top-dose activation, hits mostly activators. 420,000 compounds, 0.02% hits. AID 602332; also: potency is read from the fitted curve at half-maximal effect; series mostly up to about 76 µM; % of control where 0% means no effect; nearly all actives have a fitted effect of over 35% in size
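ERSR induction read as luciferase luminescence (Bright-Glo, 10 min at room temperature) in stably transfected human U87-MG glioma cells exposed to compounds for 16 h, using GRP78 as sensor.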
rTrxR1 inhibitor: inhibitors of rat thioredoxin reductase 1; AID 588453; O89049; Potency, µM (top dose mostly 114 µM), inactives show at the highest dose activity change, negative = inhibition, usual class: inhibitors; 390,000 compounds, 1% hits; recombinant rTrxR1, NADPH fluorescence consumption, selenite substrate; also: potency is read from the fitted curve at half-maximal effect; % is scaled to controls: 0 for no effect and ±100 for the full control effect; nearly all actives have a fitted effect of over 65% in size
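Rat TrxR1 (90 nM in the dispensed reagent) was pre-reduced with 400 uM NADPH for 5 min at room temperature, then incubated with compound for 15 min. After 400 uM selenite was added, NADPH fluorescence (Ex 340/Em 450 nm) was followed for 8 min.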
* marks the source's active call; other numbers are inactive results; ? = inconclusive; . = not tested or not shown; & = joins results of further samples; [ ] = dose if it differs, or a comment. Unless noted, calls follow the shape of the dose curve; as a rule, active = well fitted curve in the direction sought with a large enough effect; inconclusive = small, poorly fitted or top-dose-only effect, or another doubt; inactive = no such curve, though single readings can be large; an effect the other way counts as inactive or inconclusive. Some of the compounds tested; count on the stated rates, not on these rows.

SMILES	Vif-APOBEC3F blk	USP1 inh	IDH1 R132H inh	LDHA inh	TrxR1 substrate	Vif-A3G inh	RGS4 inhibitor	GRP78 ERSR act	rTrxR1 inhibitor
O=C(NCC(c1ccco1)N1CCOCC1)c1ccc(C(F)(F)F)cc1 (stereo not given)	-17%	-6%	-10%	-7	-11%	1%	0%	-2%	-8%
CN1CCC[C@H]1CCNC(=O)c1c(-c2ccsc2)sc2ccccc12	-1%	-27%	4%	1	5%	2%	-10%	-4%	-17%
O=C(CC1Sc2ccccc2NC1=O)NNc1ccc(Cl)cc1Cl (stereo not given)	-9%	-10%	9%	-9	1%	-2%	0%	-2%	20%
O=C(Cn1c(=O)n(Cc2ccccc2)c(=O)c2sc3ccccc3c21)Nc1ccccc1F	3%	-20%	-10%	-8	-6%	0%	-23%	-3%	-18%
CCCOc1ccc(N2C(=O)C3ON(c4ccccc4)C(c4ccc(O)c(OC)c4)C3C2=O)cc1 (stereo not given)	-4%	-5%	-3%	1	-3%	-13%	-17%	-5%	8%
O=C(Cc1ccc(Cl)cc1)NCCCn1ccnc1	-4%	-13%	1%	1	8%[57.1 µM]	0%	-24%	2%	13%[57.1 µM]
COc1ccc(Cl)cc1NC(=O)CN1C(=O)CCS(=O)(=O)c2ccccc21	1%	-19%	-1%	8	-3%	-1%	-8%	-4%	-21%
CCO[C@H]1OC(C(=O)N2CCCCCCC2)=C[C@@H](c2ccccc2)[C@@H]1CCCO	1%	-17%	0%[38.3 µM]	-6	4%	-6%	-3%	-5%	17%
CCOC(=O)c1c(C)c(C(=O)NCCCN2CCCC2=O)c(C)n1CC	5%	-16%	6%	-5	8%	-1%	-11%	-2%	18%
CN(c1cccc(NC(=O)CSc2ccc(Cl)cc2)c1)S(C)(=O)=O	-7%	-7%	11%	-3	13%[57.1 µM]	6%	-17%	3%	22%
Cc1ccc(CSc2nnc(-c3ccccc3N)c(=O)[nH]2)cc1	1%	-7%	-5%	2	-3%[57.1 µM]	0%	29%	0%	-10%[57.1 µM]
CC(C)CN(C(=O)CN(C)C(=O)Cc1ccccc1Cl)c1c(N)n(CC(C)C)c(=O)[nH]c1=O	6%	1%	-9%	-3	-7%	2%	4%	1%	-4%
COc1ccc(OC)c(-n2c(SCC(N)=O)nnc2-c2c[nH]c3ccccc23)c1	-4%	-18%	-9%	-13	6%[57.1 µM]	-4%	18%	0%	18%[57.1 µM]
COc1ccc(NC(=O)C/C(C)=N/NC(=O)CCc2ccccc2)c(OC)c1	-13%	-8%	4%	-4	2%[57.1 µM]	0%	7%	1%	6%[57.1 µM]
CC1Cn2c(nc3sc4c(c3c2=O)CC(C)(C)OC4)N1CCO (stereo not given)	1%	-23%	1%	-3	4%	-7%	15%	-3%	1%
COc1ccccc1C(=O)C(=O)c1ccccc1OC	-3%	-2%	-2%	-6	-5%	2%	18%	-3%	11%
CC(=O)/C(N=Nc1ccc(OC(F)(F)F)cc1)=C(\C)O	10%	-23%	0%	0	-15%	-3%	-21%	-2%	?
COc1cccc(NC(=O)NNC(=O)CN2C(=O)COc3ccccc32)c1	3%	-9%	4%	-5	1%	0%	6%	-2%	13%
COc1ccc(CC(=O)NNS(=O)(=O)c2cccc([N+](=O)[O-])c2)cc1OC	-8%	-7%	4%	-4	4%	0%	-6%	-1%	11%
COc1cccc(OC)c1Oc1ccc(C(F)(F)F)cn1	0%	-11%	3%	4	9%	0%	-6%	0%	9%
Cc1ccc(S(=O)(=O)N/N=C(\c2ccccc2)C2CC2)cc1	3%	-26%	3%	0	0%	0%	-21%	-4%	5%
CCN(CC)C(=O)C(Cc1ccccc1)N1C(=O)c2ccccc2C1=O (stereo not given)	-2%	-4%	3%	-3	-5%	0%	-13%	-4%	0%[57.1 µM]
CCSc1nnc(NC(=O)CSc2c(Cl)cccc2Cl)s1	6%	-17%	6%	2	-8%	2%	-11%	-4%	-30%
Cc1cccc(-n2c(CCn3nc(C)c([N+](=O)[O-])c3C)n[nH]c2=S)c1	-2%	-16%	5%	4	5%	2%	-34%	-2%	-5%
CCOC(=O)c1ccc(NC(=O)c2ccc(CN3CCOCC3)cc2)cc1	5%	-4%	7%	1	4%	3%	-26%	-2%	4%
CSc1ccc(CNC(=O)Cn2nc(N3CCN(c4ccccc4)CC3)ccc2=O)cc1	2%	9%	5%	-4	5%[57.1 µM]	0%	-16%	-3%	12%[57.1 µM]
O=c1cc(Nc2ccc3c(c2)OCCO3)[nH]c(=O)n1-c1ccc(Br)cc1	-6%	1%	-4%	1	-1%	-5%	-28%	1%	22%
CCCN1C(=O)C2(SC(NC(C)=O)=NN2C(C)=O)c2cc(C)cc(C)c21 (stereo not given)	1%	-15%	-3%	-6	1%[57.1 µM]	0%	-3%	0%	12%
Cc1cc(C)c(S(=O)(=O)NCCc2cc3ccc(C)cc3[nH]c2=O)c(C)c1	-1%	-30%	-2%	-4	-6%	4%	-6%	-3%	2%
COc1ccc(N2CCN(S(=O)(=O)CCNC(=O)c3ccco3)CC2)cc1	-12%	0%	0%	-4	-8%	-2%	4%	-3%	-4%
COc1ccccc1NC(=O)NC1(C)CCS(=O)(=O)C1 (stereo not given)	-1%	2%	-2%	-6	-6%[57.1 µM]	-3%	-2%	0%	-10%[57.1 µM]
O=C(Cn1nnc(-c2ccncc2)n1)N(C1CCCCC1)C1CCCCC1	1%	-6%	2%	-2	4%[57.1 µM]	0%	-5%[11.4 µM]	-7%	12%[57.1 µM]
CCCN(CCC)C(=O)Cn1c(=O)n(-c2ccccc2)c(=O)c2c3c(sc21)CCCC3	-1%	-28%	12%	0	3%	0%	-7%	-3%	15%
O=S1(=O)[C@H]2C[C@@H]3C=C[C@@]2(CN1Cc1ccc(Cl)cc1)O3	6%	?	7%	1	6%&3%	0%&0%	-3%	-2%&-2%	0%&9%
COc1cccc(NC(=O)CN(C)C(=O)c2ccc3ccccc3c2)c1	-3%	-15%	17%	-12	-1%	-5%	-17%	-2%	15%[57.1 µM]
O=C(CCCOc1ccc(Cl)cc1Cl)NN1CCOCC1	-13%	-7%	-1%	-6	-7%	2%	-38%	-3%	-3%
CCC(C)C(=O)Nc1cc(OC)c(OC)cc1C(=O)O (stereo not given)	-9%	-12%	4%	2	-6%[57.1 µM]	0%	-10%	0%	9%[57.1 µM]
N#CC1=C(N)C2=C(N3CCCCC3)CCCC2C1(C#N)C#N (stereo not given)	0%	-5%	0%	8	17%[57.1 µM]	4%	-30%	-5%	15%[57.1 µM]
CC(=O)Nc1ccc(S(=O)(=O)c2ccc([N+](=O)[O-])cc2)cc1	7%	-5%	0%	-1	-4%	-2%	-17%	1%	-1%
COc1ccc(CN2CCNC(=O)C2CC(=O)NC2CCC2)c(OC)c1 (stereo not given)	7%	-3%	2%	-3	-5%	2%	0%	-5%	-18%
O=C(NCc1cccc(C(F)(F)F)c1)C1CCCN(c2cnccn2)C1 (stereo not given)	3%	-7%	10%	-10	10%	0%	8%	2%	32%
O=C(CCNS(=O)(=O)c1ccc(Cl)cc1)Nc1ccncc1	7%	-5%	11%	-4	12%[0.0914 µM]	0%	1%	0%	10%[57.1 µM]
CCOc1ccc(NC(=O)c2ccccc2NS(C)(=O)=O)cc1	-7%	-11%	2%	1	3%	-10%	-9%	-2%	16%
c1ccc(Cn2sc(=Nc3ccccc3)nc2-c2ccccc2)cc1	.	.	.	-6	1%	1%	12%	-4%	3%
CCOc1ccccc1CNC(=O)Cn1nc(C)c2nn(-c3ccc(Cl)cc3)c(C)c2c1=O	0%	-9%	-12%	-3	4%[57.1 µM]	2%	4%	-6%	19%[57.1 µM]
Cc1ccc(C)c(N2CCN(C(c3ccccc3)c3nnc(-c4ccccc4F)o3)CC2)c1 (stereo not given)	-9%	-19%	9%	-3	-3%	2%	6%	0%	5%
CC(=O)NC(CCS(C)(=O)=O)C(=O)Nc1cccc(C)c1 (stereo not given)	-8%	1%	-2%	-10	6%[57.1 µM]	2%	-10%	-4%	15%[57.1 µM]
CCOc1ccccc1CNC(=O)c1cc2occc2n1C	4%	-12%	15%	0	7%	-6%	-25%	13%	0%
CN(CCCN1CCCCC1)C(=O)CCc1nnc(C2CCCCC2)o1	5%	2%	-9%	-10	-7%	0%	-4%	1%	13%[57.1 µM]
COc1ccc(-n2c(Cc3cccn3C)nnc2SCC(=O)Nc2ccccc2F)cc1	3%	-6%	8%	-2	-10%	-6%	-17%	0%	-18%
CC1CCN(S(=O)(=O)c2nnc(NC(=O)c3cccc([N+](=O)[O-])c3)s2)CC1	5%	-23%	50%[activator]	-1	-12%	7%	6%	-1%	-5%
S=C1NCN(Cc2ccco2)CN1c1ccccc1	-7%	-12%	2%	-4	-21%[57.1 µM]	3%	-52%	-1%	10%[57.1 µM]
